Compound activity from PubChem.
GPR35 arrestin U2OS – inhibition of zaprinast-stimulated GPR35 beta-arrestin translocation – imaging, U2OS, beta-arrestin-GFP, zaprinast agonist, primary screen (AID 2058) | U2OS GPR35 beta-arrestin-GFP translocation imaging, zaprinast antagonism; higher % means a stronger effect | inhibition, % at 10 µM; hits with a dose series show IC50 in µM | 0.052% of 290,000 active;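 active means inhibition of at least 50% with at least 30 cells and total cytoplasm GFP at most 10,000,000; inconclusive means under 30 cells or total GFP of 10,000,000 plus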
Hep lipid drop – modulators of hepatic lipid droplet formation; inhibition, % at 6.5 µM; 0.4% of 240,000 active; AML12 mouse hepatocytes, oleate lipid droplets, BODIPY imaging;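 active means lipid droplet intensity inhibited by at least 50%, with more than 500 cells counted; inconclusive means wells with under 300 cells, treated as cytotoxic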
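Assay system: AML12 mouse liver cells | Compound: 6.5 µM single-point dosing | Schedule: Overnight exposure | Technique: Fluorescence imaging, 20x objective, two fields per well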
MgcRacGAP inhibition – MgcRacGAP GTPase-activating activity inhibitors, confirmation, biochemical, ADP Hunter fluorescence; one-dose inhibition, % at 30 µM; IC50 in µM for titrated hits; AID 624330; MgcRacGAP-stimulated Rac1 GTP hydrolysis, ADP Hunter fluorescence; higher % means a stronger effect; GST-tagged Rac1 F28L mutant substrate; 0.6% of 340,000 active;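 active means first-screen hits whose inhibition reached a set limit at any dose in the follow-up dose series; inconclusive means inhibition above the set first-screen limit but never retested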;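 further: fluorescence reports GDP produced by GAP-driven GTP hydrolysis; strong numbers were not always called active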
SV40 large T antigen – TAg ATPase/helicase activity blockers – biochemical (AID 1903); 0.39% of 310,000 active; SV40 large T antigen ATPase/helicase inhibition assay; higher % means a stronger effect; one-dose inhibition, % at 20 µM; IC50 in µM for titrated hits; in the data active means a potency from the dose series; inconclusive means inhibition mostly from about 32% at the one dose, without a potency; inactive means the rest, 99 in 100 with inhibition below about 32%; further: strong numbers were not always called active
GPR55 beta-arrestin – selective activators of receptor GPR55 – imaging, U2OS cells, beta-arrestin-GFP redistribution, primary screen (AID 1961); U2OS GPR55 beta-arrestin-GFP redistribution imaging; higher % means a stronger effect; activation, % at 10 µM; hits with a dose series show EC50 in µM; 0.048% of 290,000 active;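 active means activation above 40% with more than 50 cells counted in the well; inconclusive means wells holding fewer than 50 cells, flagged as toxic or sparse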;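 further: U2OS osteosarcoma cells stably expressing GPR55 and beta-arrestin-GFP; plate controls were DMSO negative control for no effect and LPI positive control for full effect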
NTR1 ag – agonists of NTR1, primary screen, imaging, U2OS cells, beta-arrestin-GFP, high content (AID 493036). activation, % at 20 µM. NTR1-U2OS beta-arrestin-GFP spot imaging, agonist mode. 0.17% of 330,000 active;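 active means activation at or above 40% of the spot to cytoplasm intensity ratio, with at least 20 cells analyzed; inconclusive means wells under 20 cells, flagged as cytotoxic or low count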;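 further: 0% = DMSO without peptide and 100% = 100 nM NTR1 peptide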
Target sequence (P30989 whole entry, looked up): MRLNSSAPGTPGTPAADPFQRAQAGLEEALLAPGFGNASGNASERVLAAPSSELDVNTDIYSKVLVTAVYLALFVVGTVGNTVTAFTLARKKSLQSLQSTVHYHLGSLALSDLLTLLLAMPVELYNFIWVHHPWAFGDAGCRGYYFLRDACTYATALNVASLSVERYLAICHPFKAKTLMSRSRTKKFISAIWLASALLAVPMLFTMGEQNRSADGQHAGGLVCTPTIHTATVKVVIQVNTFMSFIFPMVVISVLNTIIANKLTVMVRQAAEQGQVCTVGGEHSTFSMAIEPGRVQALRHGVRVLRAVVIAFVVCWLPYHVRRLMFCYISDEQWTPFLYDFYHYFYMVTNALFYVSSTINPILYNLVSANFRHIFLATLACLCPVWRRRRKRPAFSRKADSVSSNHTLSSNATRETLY
GPR55 antagonists – inhibition of LPI-stimulated GPR55 beta-arrestin translocation – imaging, U2OS, beta-arrestin-GFP, LPI agonist, primary screen (AID 2013). U2OS GPR55 beta-arrestin-GFP translocation imaging, LPI antagonism; higher % means a stronger effect. inhibition, % at 10 µM; hits with a dose series show IC50 in µM. 0.13% of 290,000 active;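 active means spots per cell inhibited over 60%, with over 100 cells counted and total cytoplasm intensity under 500,000; inconclusive means wells with under 100 cells, flagged as likely toxic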;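 further: U2OS cells stably carrying GPR55 and arrestin-GFP stimulated by 5 µM LPI near EC80; imaged beta-arrestin-GFP aggregate spots per cell after agonist stimulation; plate controls were LPI-stimulated DMSO wells for no effect and DMSO wells without LPI for full effect; some results filed as inactive read as strong as hits; confirmed hits need IC50 under 10 µM and bright autofluorescent wells are also inconclusive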
LYP inhibition – PTPN22 lymphoid phosphatase activity blockers – biochemical, fluorescence intensity, uHTS (AID 1779). inhibition, % at 11.5 µM, or IC50 in µM where a hit was titrated. recombinant LYP phosphatase, fluorescence intensity; higher % means a stronger effect. 0.054% of 290,000 active; in the data active means inhibition above about 50%;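 further: plate controls were vehicle with enzyme for no effect and no enzyme for full effect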
T cell modulator – T cell immune modulation candidate; 2C CD8+ T cell-vesicle binding, flow cytometry; hits give low values; calls only at 7 µM; 0.068% of 330,000 active; AID 2052;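 active means response, share of CD8 T cells binding vesicles, and their 90th percentile fluorescence all below set limits, cut at about 80% in these data, passing the limit was not always enough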
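Test system: purified 2C TCR transgenic mouse naive CD8+ T cells. Probe or stimulus: QL9-peptide-loaded Drosophila micro-vesicles bearing Ld, ICAM-1 and B7-1. Incubation: binding step 1.5 h, 37 °C, antibody labelling 20 min, ice. Measured by: flow cytometry of vesicle-bound cells.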
Hep lipid drop cells 6.5 µM – second read-out of Hep lipid drop, no call of its own (marks repeat the call); cell count; measured here: cell count, cytotoxicity flag;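 cells counted across two imaged fields per well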
T cell modulator vesicle-bound % – second read-out of T cell modulator, no call of its own (marks repeat the call); double positive events, %; measured here: CD8+ vesicle-bound cell fraction;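 binding gate set so that unloaded-vesicle control wells show 10% double positive cells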
NTR1 ag cell count 20 µM – recorded beside NTR1 ag, whose call it bears; cell count; measured here: cell count, cytotoxicity flag
Starred values were filed as active, the others as inactive; i = inactive; ? = inconclusive; . = not tested or not shown.

SMILES	GPR35 arrestin U2OS	Hep lipid drop	Hep lipid drop cells 6.5 µM	MgcRacGAP inhibition	SV40 large T antigen	GPR55 beta-arrestin	NTR1 ag	NTR1 ag cell count 20 µM	GPR55 antagonists	LYP inhibition	T cell modulator	T cell modulator vesicle-bound %
COc1ccc(S(=O)(=O)N2N=C(c3cccc(NS(C)(=O)=O)c3)CC2c2ccco2)cc1 (centres undefined)	8.5%	-12.6	701	7.1%	24.4%	-0.1%	2.7	34	13.9%	-10.1%	i	44.5
CNC(=O)CN(C)S(=O)(=O)c1ccc(F)cc1	-13.1%	8.8	789	5.2%	-4.8%	-0.1%	0.2	56	-0.7%	-4.9%	i	6.2
Cc1noc(NS(=O)(=O)c2ccc(NC(=O)CS(=O)(=O)c3ccccc3)cc2)c1C	1.6%	-0.8	752	-3.1%	4.4%	-0.1%	1.4	55	11.5%	-3.3%	i	51.6
Cc1cc(N2C(=O)C(O)=C(C(=O)c3cccs3)C2c2ccccc2)no1 (centres undefined)	5.5%	.	.	5.7%	0.9%	0.0%	-0.2	70	27.8%	-4.5%	i	36.6
O=C(CC1C(=O)OCC2CCCCN21)Nc1ccccc1C(F)(F)F (centres undefined)	19.1%	14.8	700	28.4%	18.8%	0.1%	1.6	48	0.5%	-2.7%	i	22.5
CCCn1nc(C(=O)OCC(=O)NC(C)c2ccccc2)c2ccccc2c1=O (centres undefined)	-6.9%	3.3	686	-5.4%	8.9%	0.1%	2.6	68	-10.9%	5.9%	i	46.9
Cc1nc(S/C(=C/c2ccc(OCc3ccc(C(=O)O)cc3)cc2)C(=O)O)n[nH]1	-9.3%	17.3	698	0.1%	26.1%	-0.2%	0.5	54	-4.1%	-1.3%	i	48.3
CCCC(=O)Nc1ccc(C(=O)NNC(=O)c2cccc([N+](=O)[O-])c2)cc1	3.8%	-4.4	752	.	-5.7%	0.3%	-0.7	64	15.5%	-7.8%	i	58.1
Cc1ccccc1CNC(=O)CC1C(=O)NCCN1CC1CCCCC1 (centres undefined)	-0.3%	-3.9	683	3.8%	8.6%	0.3%	1.3	40	8.1%	-5.3%	i	57.3
O=C(NCCN1CCOCC1)c1ccc2c(c1)N(Cc1ccc(Cl)cc1)CCS2	-11.0%	12.3	660	0.7%	11.1%	-0.3%	2.2	55	4.0%	-5.3%	i	45.4
COC(=O)c1ccc(NC(=O)c2ccc3nc(C)sc3c2)cc1	15.9%	1.1	838	-0.4%	1.8%	0.8%	-0.4	62	16.0%	-10.3%	i	40.5
Brc1ccc(OCCN2CCOCC2)cc1	-11.0%	6.2	827	28.6%	9.2%	-0.1%	-1.0	57	-1.8%	-2.0%	i	54.0
CCOC(=O)NC(=O)c1cn(Nc2ccccc2C(F)(F)F)c(=O)[nH]c1=O	-1.6%	-7.1	751	2.2%	4.1%	-0.1%	0.0	58	11.9%	-5.3%	i	31.4
Cc1ccnc(SCCn2c(N3CCCCC3)nc3c2c(=O)n(C)c(=O)n3C)n1	-5.2%	.	.	-1.9%	9.3%	-0.2%	6.2	65	1.8%	3.4%	i	54.0
COc1cccc(C(=O)NCCS(=O)(=O)NC(C)CCc2ccccc2)c1 (centres undefined)	.	.	.	4.3%	8.8%	.	1.6	71	.	.	i	32.9
CC(=O)C1=C(C)Nc2ncnn2C1c1ccc(C)cc1 (centres undefined)	1.8%	.	.	4.6%	6.4%	-0.1%	-0.6	99	8.6%	-7.9%	i	32.2
CCOc1ccc(NC(=O)CN(C)C(=O)Cc2c[nH]c3ccccc23)cc1OCC	.	.	.	6.0%	13.6%	.	0.7	55	.	.	i	29.3
Cc1cccnc1NC(=O)Cn1nc([N+](=O)[O-])cc1C	-4.0%	-9.1	710	9.5%	5.1%	0.4%	1.3	70	-1.5%	2.4%	i	25.6
CCOC(=O)c1c(C)c(C(=O)NCc2cccs2)c(C)n1C	-7.3%	.	.	15.1%	5.6%	-0.1%	0.4	84	-6.8%	-10.4%	i	56.4
O=C(CSc1nnc(-c2ccco2)n1-c1ccccc1)NCc1ccco1	10.6%	.	.	0.6%	12.2%	0.2%	1.0	90	-5.5%	-1.8%	i	34.1
NC(=O)C1CCN(C(c2ccccc2Cl)c2nnnn2Cc2ccc3c(c2)OCO3)CC1 (centres undefined)	0.1%	.	.	4.4%	13.6%	0.6%	-3.8	85	-21.5%	-10.1%	i	35.9
COc1ccc(CN2CCC(CNS(=O)(=O)c3cccc(C(F)(F)F)c3)CC2)cc1	7.5%	-5.8	751	3.4%	8.3%	0.2%	0.1	42	15.6%	-6.3%	i	42.4
COc1ccccc1C1CCN(C(=O)c2ccco2)CC1	-4.8%	-26.0	720	2.1%	0.8%	-0.1%	-1.6	49	-1.6%	-6.6%	i	34.7
COc1ccc(C(=O)NC(=S)Nc2ccc(CN3CCOCC3)cc2)cc1Cl	28.3%	-10.5	726	.	6.5%	0.0%	1.9	48	8.0%	-2.8%	i	1.3
O=C1N=C(N2CCCCC2)S/C1=C\c1ccc(Cl)cc1	-11.1%	-1.5	790	8.6%	10.7%	0.2%	3.4	53	-3.4%	-2.3%	i	45.0
CC(=C/c1ccccc1)/C=N/NC(=O)c1cnccn1	20.4%	-2.2	734	6.3%	5.9%	-0.1%	-5.1	76	0.7%	-0.5%	i	37.3
CC(Oc1ccc2c(-c3ccccc3)cc(=O)oc2c1)C(=O)NCCCN1CCOCC1 (centres undefined)	0.3%	-18.9	710	6.4%	8.1%	-0.2%	3.7	62	-31.5%	-8.0%	i	42.4
CCOc1ccc(NC(=O)[C@@H](NC(=O)c2ccccc2Br)C(C)C)cc1	-4.3%	-7.0	755	8.8%	2.2%	-0.1%	-4.1	92	1.0%	-1.6%	i	36.7
CSc1ccccc1OCc1cc(C(=O)NCCc2nc(C)cc(C)n2)no1	-11.5%	-0.6	695	6.4%	.	-0.2%	1.2	63	4.8%	-3.5%	.	.
Cc1cccc(NC(=O)Cn2cc(C=O)c3ccccc32)c1	3.6%	-2.9	776	8.5%	4.1%	-0.2%	1.1	93	-8.2%	-10.4%	i	60.7

4 entries from above, with two lines to a compound.
The line under a structure holds: GPR35 arrestin U2OS	Hep lipid drop	Hep lipid drop cells 6.5 µM	MgcRacGAP inhibition	SV40 large T antigen	GPR55 beta-arrestin	NTR1 ag	NTR1 ag cell count 20 µM	GPR55 antagonists	LYP inhibition	T cell modulator	T cell modulator vesicle-bound %
CC(Oc1ccc2c(-c3ccccc3)cc(=O)oc2c1)C(=O)NCCCN1CCOCC1 (centres undefined)
→ 0.3%	-18.9	710	6.4%	8.1%	-0.2%	3.7	62	-31.5%	-8.0%	i	42.4
CC(=O)C1=C(C)Nc2ncnn2C1c1ccc(C)cc1 (centres undefined)
→ 1.8%	.	.	4.6%	6.4%	-0.1%	-0.6	99	8.6%	-7.9%	i	32.2
COc1ccc(CN2CCC(CNS(=O)(=O)c3cccc(C(F)(F)F)c3)CC2)cc1
→ 7.5%	-5.8	751	3.4%	8.3%	0.2%	0.1	42	15.6%	-6.3%	i	42.4
COc1ccc(C(=O)NC(=S)Nc2ccc(CN3CCOCC3)cc2)cc1Cl
→ 28.3%	-10.5	726	.	6.5%	0.0%	1.9	48	8.0%	-2.8%	i	1.3

Next part.
SMILES	GPR35 arrestin U2OS	Hep lipid drop	Hep lipid drop cells 6.5 µM	MgcRacGAP inhibition	SV40 large T antigen	GPR55 beta-arrestin	NTR1 ag	NTR1 ag cell count 20 µM	GPR55 antagonists	LYP inhibition	T cell modulator	T cell modulator vesicle-bound %
COc1cc(/C=N/Nc2ccnc(=O)[nH]2)ccc1O	-8.3%	.	.	?	6.16µM*	0.0%	2.1	76	1.8%	-0.3%	i	27.7
O=C(O)c1cc(Cl)ccc1-c1ccc(/C=C/c2cc(C(F)(F)F)[nH]c(=O)n2)o1	15.2%	3.4	716	11.2%	.	-0.1%	-0.6	30	3.3%	-3.6%	i	25.0
O=C(COc1ncnc2c(Cl)cc(Cl)cc12)NC1CCCCCC1	15.2%	.	.	10.4%	11.7%	1.5%	-4.5	84	2.7%	0.1%	i	26.3
Cc1ccc(N(C(C)C(=O)N2CCCC2)S(C)(=O)=O)cc1 (centres undefined)	-1.9%	-2.3	807	11.2%	-2.1%	-0.1%	-0.2	68	-6.0%	-4.7%	i	64.3
O=C(CSC1=NS(=O)(=O)c2cc(F)ccc2N1)Nc1ccccc1	.	.	.	2.9%	12.7%	.	-0.2	63	.	.	i	45.5
CC(C)C[C@H]1CN=C(Nc2ccccc2)N1CC1CCCCCC1	.	.	.	6.8%	-3.1%	.	-1.7	92	.	.	i	9.6
Cc1ccc(CNC(=O)C2CC3Cn4c(nc5cc(C)c(C)cc54)C3N2C)o1 (centres undefined)	-8.8%	15.0	665	0.9%	0.3%	0.7%	-6.3	96	-3.8%	-7.2%	i	8.4
CCOc1ccc(C2C(C(=O)c3ccco3)=C(O)C(=O)N2CCN2CCOCC2)cc1 (centres undefined)	-9.4%	-6.0	705	14.0%	16.1%	-0.1%	-0.4	56	11.3%	-8.4%	i	25.7
COc1ccc(C2N(S(=O)(=O)c3ccccc3)CCN2S(=O)(=O)c2ccc(C)cc2)cc1 (centres undefined)	-1.9%	5.6	789	1.1%	-1.0%	-0.1%	2.9	53	-1.7%	5.0%	i	16.0
O=C(Nc1cccc(C(F)(F)F)c1)C(Sc1ncnc2ccccc12)c1ccccc1 (centres undefined)	-19.3%	28.0	549	11.4%	5.2%	-0.1%	13.7	52	19.8%	5.0%	i	47.6
COC(=O)c1cc2occc2n1Cc1nc(-c2ccc(Cl)cc2)oc1C	7.6%	-0.5	713	5.0%	-5.3%	-0.3%	3.1	96	1.0%	8.7%	i	31.2
CCSc1nnc(NC(=O)CC)s1	10.8%	.	.	6.1%	2.7%	-0.1%	2.2	88	-5.1%	-1.6%	i	43.7
CSc1nc(C)cc(SCC(=O)Nc2ccc(Cl)cc2Cl)n1	-6.8%	12.9	697	11.8%	4.4%	0.4%	-0.9	59	2.3%	0.8%	i	40.2
